Screening data from PubChem BioAssay.
KB-3-1 cytotox: kills parental KB-3-1 adenocarcinoma cells; AID 1347075; KB-3-1 viability, CellTiter-Glo ATP luminescence, 72 h; Potency, µM (doses to about 46.1 µM), inactives show at the highest dose activity change, negative = cytotoxic, usual class: cytotoxic; 1.4% of 400,000 active; note: potency is the fitted concentration of half-maximal effect; % is set by controls: 0 for no effect and ±100 for the full control effect; nearly all actives have a fitted effect of over 60% in size
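Screening of KB-3-1 cells (DMEM, 10% FBS, phenol-red free) ran from lowest to highest compound concentration; after 72 h at 37 °C viability was read luminescently and curves fitted.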
ATXN viability: viability counter-screen for ATXN expression inhibitors. Potency, µM (highest dose often 56.7 µM), hits mostly cytotoxic. 0.49% of 400,000 active. AID 651635. S2 cells (HEK-293 line with an ATXN2-luciferase reporter) viability, CellTiter-Fluor protease fluorescence, 24 h; note: potency is the fitted concentration of half-maximal effect; nearly all actives have a fitted effect of over 40% in size
HT1080 IDH1KD tx: toxicity to HT-1080 IDH1 knockdown cells (counter line) | HT-1080 IDH1 knockdown viability, ATP luminescence, 48 h | Potency, µM (series often up to 46.1 µM), for inactives: top-dose activity, negative = toxicity, most hits filed as cytotoxic | 2% of 360,000 active | AID 686971;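 note: potency is the fitted concentration of half-maximal effect; 0% = DMSO wells and -100% = cell-free medium wells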
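Cytotoxicity counter-line: IDH1KD HT-1080, 48 h, CellTiter-Glo. Curves classed by r2, magnitude and activity.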
SW480 rerep: inducers of DNA re-replication in SW480 colon cancer cells; SW480 DNA re-replication, Hoechst DNA content imaging, 48 h; Potency, µM (highest dose often 46.1 µM), for inactives: at the highest dose re-replication activation, actives largely listed as activators; 1.8% of 340,000 active; note: potency is the fitted concentration of half-maximal effect; % of control where 0% means no effect; nearly all actives have a fitted effect of over 55% in size
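Cells (250 per well) received 23 nL compound or DMSO by pin tool and were kept 48 hr at 37 C, 5% CO2. Nuclei were then stained with Hoechst for 40 min and scanned for DNA content.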
ATXN2 expr inh: ATXN2 expression inhibition | 0.72% of 360,000 active | Potency, µM (doses to about 57 µM), for inactives: at the highest dose activity change, negative = inhibition, most hits filed as inhibitors | AID 1745845 | HEK-293 ATXN2-luciferase reporter, luminescence, 24 h; note: potency is the fitted concentration of half-maximal effect; % is set by controls: 0 for no effect and ±100 for the full control effect; nearly all actives have a fitted effect of over 55% in size
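qHTS (up to 57 uM final) was run with 24 h compound exposure of reporter cells at 37 °C. Each well was multiplexed: SteadyGlo luminescence measured ATXN2-luciferase expression after a fluorogenic Gly-Phe-AFC viability readout (25 uM final).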
MCF10A rereplic: inducers of DNA re-replication in MCF 10A breast cells | Potency, µM (doses to about 46.1 µM), without a hit: at the highest dose activity, positive = re-replication, most hits filed as activators | AID 624296 | MCF 10A DNA re-replication, Hoechst nuclear intensity, 48 h | 2.9% of 350,000 active; note: potency is the fitted concentration of half-maximal effect; % of control where 0% means no effect; nearly all actives have a fitted effect of over 50% in size
HT1080NT lethal: kills 2HG-producing HT-1080-NT fibrosarcoma cells | AID 686970 | HT-1080-NT fibrosarcoma viability, CellTiter-Glo ATP luminescence, 48 h | Potency, µM (doses to about 46.1 µM), for the others: at the top dose activity, negative = less viability, usual class: cytotoxic | 1.6% of 360,000 active;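 note: NT is the 2HG producing partner of a matched IDH1 knockdown line; potency is the fitted concentration of half-maximal effect; 0% = DMSO-treated cells and -100% = media-only wells without cells; nearly all actives have a fitted effect of over 55% in size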
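Fibrosarcoma NT cells, 750 per well in 5% FBS RPMI, were exposed to compound for 48 hours. Viability: CellTiter-Glo luminescence.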
KB-V1 cytotox: kills drug-selected multidrug resistant KB-V1 cells. Potency, µM (titrated, usually from 46.1 µM), without a hit: at the top dose activity change, negative = cytotoxicity, most hits filed as cytotoxic. 3.4% of 400,000 active. KB-V1 MDR cells viability, CellTiter-Glo, 72 h. AID 1347076; note: potency is the fitted concentration of half-maximal effect; % is set by controls: 0 for no effect and ±100 for the full control effect; nearly all actives have a fitted effect of over 60% in size
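In this primary screen, KB-V1 cells overexpressing P-gp are incubated with library compounds (lowest to highest concentration) for 72 h at 37 degrees C before a luminescent ATP viability read.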
IL1B secr inh: blocks inflammasome-driven IL-1 beta release | THP-1 LPS/ATP IL-1B secretion, AlphaLISA, 16 h; hits give low values | activity change, % at 57.5 µM | 4.7% of 360,000 active | AID 743279; in the data active = activity change below about -50%; inconclusive = mostly about -30% to -49%; note: % is set by controls: 0 for no effect and ±100 for the full control effect
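Secreted IL-1B measured by AlphaLISA bead assay after 16 h compound exposure of THP-1 cells; compounds (final up to 57.5 uM) added 1 h before LPS (250 ng/mL) and ATP (1.25 mM) stimulation; lower signal means less secretion.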
* marks the source's active call; other numbers are inactive results; i = inactive; ? = inconclusive; . = not tested or not shown; [ ] = dose if it differs, or a comment. Unless noted, calls come from the whole dose curve; as a rule, active = well fitted curve in the direction sought with a large enough effect; inconclusive = small, poorly fitted or top-dose-only effect, or another doubt; inactive = no such curve, though single readings can be large; an effect the other way counts as inactive or inconclusive.

molecule	KB-3-1 cytotox	ATXN viability	HT1080 IDH1KD tx	SW480 rerep	ATXN2 expr inh	MCF10A rereplic	HT1080NT lethal	KB-V1 cytotox	IL1B secr inh
COc1ccc(CNc2oc(COc3ccccc3)nc2C#N)cc1	-26%	i	-20%	17%	21%	3%	-13%	18µM*	-9
COc1ccc(Cn2c(=O)[nH]c3cc(C(=O)N4CCN(c5cc(Cl)ccc5C)CC4)ccc3c2=O)cc1	3%	i	.	.	4%	.	.	0%	.
COCC(=O)n1nc(-c2ccc(C)cc2)nc1NCc1ccc(F)cc1	8%	i	28%	-12%	30%	7%	28%	-22%	-7
COc1ccc(Nc2nc(C(F)(F)F)nc(C)c2C#N)cc1	1%	i	1%	-8%	0%	-7%	0%	?	20
NC(N)=NS(=O)(=O)c1ccc(NC(=S)NC(=O)Cc2ccc(Cl)cc2)cc1	2%	.	-1%	-4%	.	-2%	0%	10%	30
O=C(O/N=C/c1ccc(Br)cc1)c1ccc(F)cc1	12%	i	31%	-8%	-5%	-4%	28%	2%	7
Cc1ccc(C)c(N2CCN(C(=O)CCn3c(=O)[nH]c4ccccc4c3=O)CC2)c1	-7%	?	.	.	-18%	.	.	-3%	.
Cc1cc(C)n(CCNC(=O)c2cc(COc3c(F)cccc3F)on2)n1	-1%	i	12%	-5%	58%[activator]	0%	17%	?	-16
S=C(NCCc1ccc(Cl)cc1)NCc1ccccc1	-1%	i	-14%	?	-20%	16%	-6%	31%	44
Cc1cc(C)c(Cn2cnc3ccccc32)c(C)c1	-17%	i	-5%	?	-31%	-2%	-15%	-5%	?
COC(=O)c1sccc1NC(=O)CSc1ccccc1NS(=O)(=O)c1ccc(Cl)cc1	-22%	i	-22%	-1%	-8%	19%	-29%	?	26
COC(=O)C1CCCN1C(=O)COc1ccc(Cl)cc1Br (stereo not drawn)	2%	i	5%	-4%	-3%	-5%	6%	0%	8
O=C(NCc1cccnc1)C1CC(c2ccc(F)cc2)=NO1 (stereo not drawn)	6%	i	10%	-15%	3%	-1%	-4%	12%	43
CC(=O)Nc1ccc(S(=O)(=O)N2CCN(C(=O)c3ccccc3F)CC2)cc1	-5%	i	-13%	2%	12%	-1%	-7%	0%	-2
COc1ccc(OCc2nnc(SC(C)C(=O)Nc3ccc(N4CCOCC4)cc3)n2C)cc1 (stereo not drawn)	-4%	i	-11%	-6%	5%	0%	-15%	0%	0
COc1cccc(CC(NC(C)=O)C(=O)NC2CCN(S(=O)(=O)c3ccc(C)cc3)CC2)c1OC (stereo not drawn)	9%	i	10%	-4%	-20%	-11%	3%	23%	16
O=C(NCCCn1ccnc1)c1ccco1	-7%	i	-2%	-2%	4%	0%	1%	3%	3
COc1cccc(C2C(C(C)=O)=C(O)C(=O)N2Cc2ccco2)c1 (stereo not drawn)	-8%	i	-4%	-4%	9%	0%	10%	5%	11
O=C(Nc1cccc(Cl)c1)OCc1cnc(Cl)s1	17%	i	-6%	-9%	1%	2%	-11%	-19%	-7
O=[N+]([O-])c1ccc2nc(-c3ccc(Cl)cc3)n(OCc3ccccc3)c2c1	15%	i	30%	-11%	96%[activator]	7%	19%	-24%	-8
Cc1cccc(-c2nc(SCc3ccc(Br)cc3)n3[nH]c(=O)cc3n2)c1	-10%	i	.	.	1%	.	.	1%	.
CC1c2[nH]c3ccccc3c2CCN1S(C)(=O)=O (stereo not drawn)	-11%	?	-7%	-4%	4%	-3%	-1%	-21%	6
O=C(Nc1ccc(Br)cc1)Nc1ccccc1Cl	2%	?	-12%	0%	.	16%	-12%	-23%	?
COc1cc(C(=O)OCC(=O)NCC2CCCO2)cc(OC)c1OC (stereo not drawn)	-1%	i	17%	-12%	.	1%	3%	-2%	1
CCNC(=S)Nc1ccc(Cl)cc1Cl	-12%	i	-7%	-11%	3%	1%	1%	?	6
CC(C)CNC(CC(=O)Nc1cccc([N+](=O)[O-])c1)C(=O)O (stereo not drawn)	1%	i	12%	-3%	8%	-9%	15%	19%	14
O=C(NCC1CCCO1)c1cc(C(=O)C2CC2)c[nH]1 (stereo not drawn)	-3%	i	24%	2%	2%	-125%[0.0737 µM]	0%	15%	?
Brc1ccc2nc(SCCOc3ccccc3)[nH]c2c1	-6%	i	.	.	7%	.	.	-17%	.
COc1ccc(NC(=O)Nc2ccc3c(c2)C(=O)N([C@H](C)CO)C[C@H](C)[C@@H](CN(C)C(=O)NC2CCCCC2)O3)cc1	0%	i	1%	-4%	6%	-28%	-1%	0%	16
CN(C(=O)COC(=O)c1ccc(=O)n(Cc2ccccc2)n1)c1ccccc1	4%	i	5%	-98%[inhibitor]	.	3%	14%	2%	13
CC(C)CC1(C)NC(=O)N(CC(=O)Nc2ccc3c(c2)OCCO3)C1=O (stereo not drawn)	2%	i	-4%	4%	7%	-2%	3%	-14%	17
COc1ccc(C2=NN(C(C)=O)C(c3cn(-c4ccccc4)nc3-c3cccs3)C2)cc1 (stereo not drawn)	-8%	i	.	.	-17%	.	.	10%	.
O=C(C[C@H]1C/C=C\C[C@H](Cc2ccc(F)cc2)C(=O)O[C@@H](c2ccccc2)CNC1=O)NCCO	?	i	1%	-10%	12%	-1%	3%	21%	-3
C/C(Cc1ccccc1)=N\NC(=O)c1cc(C(C)(C)C)[nH]n1	9%	i	-2%	-3%	-20%	-1%	3%	-1%	3
Cc1noc(C)c1S(=O)(=O)N(C)C[C@H]1OCCCC[C@@H](C)Oc2ccc(NC(=O)CCCN(C)C)cc2C(=O)N([C@H](C)CO)C[C@@H]1C	6%	i	9%	.	9%	.	10%	?	20
Cc1ccccc1Cn1c(-c2cncs2)nc2ccccc21	13%	i	-22%	12%	-4%	?	-20%	3%	-52*
Cc1nc2ccccc2n1CCc1ccccc1	-3%	i	-1%	-3%	-9%	15%	2%	-26%	12
CN(C(=O)COc1ccc(Cl)cc1)C1(C)CCS(=O)(=O)C1 (stereo not drawn)	2%	i	11%	-2%	22%	-19%	18%	27%	-1
Cc1ccc([C@H]2C[C@@H](n3cc(C4CC4)nn3)[C@H](O)CN2C(=O)c2cccs2)cc1	4%	i	3%	.	-2%	.	10%	19%	4
Nc1nonc1-n1nnc(C(=O)N/N=C/C2CCCCC2)c1-c1ccccc1	13%	i	3%	-7%	9%	7%	-1%	18%	-15

Ordered by value in IL1B secr inh (highest first): three of the compounds above.
| SMILES | SW480 rerep | IL1B secr inh |
| --- | --- | --- |
| CN(C(=O)COC(=O)c1ccc(=O)n(Cc2ccccc2)n1)c1ccccc1 | -98%[inhibitor] | 13 |
| CC1c2[nH]c3ccccc3c2CCN1S(C)(=O)=O (stereo not drawn) | -4% | 6 |
| COc1cc(C(=O)OCC(=O)NCC2CCCO2)cc(OC)c1OC (stereo not drawn) | -12% | 1 |

Next results
molecule	KB-3-1 cytotox	ATXN viability	HT1080 IDH1KD tx	SW480 rerep	ATXN2 expr inh	MCF10A rereplic	HT1080NT lethal	KB-V1 cytotox	IL1B secr inh
CCOC(=O)N1CCN(C(=O)c2ccccc2Oc2ccccc2)CC1	6%	i	8%	6%	2%	-1%	11%	?	4
COc1cc(OC)cc(C(=O)Nc2ccccc2-c2nnn(CC(N)=O)n2)c1	17%	i	?	1%	-16%[11.3 µM]	6%	19%	-25%	-20
CC(Sc1nnc(-c2ccccc2)c(-c2ccccc2)n1)C(=O)Nc1ncc(Cl)cc1Cl (stereo not drawn)	-10%	i	-6%	-4%	-16%	?	0%	4%	-11
Cc1cc(Br)ccc1NC(=O)C1C2CCC(O2)C1C(=O)O (stereo not drawn)	-2%	i	3%	1%	-21%	5%	16%	1%	43
COc1ccccc1/C=C/C=N/N1CCN(Cc2ccc(Cl)cc2)CC1	1%	i	?	2%	-7%	?	1%	-7%	?
Nc1nc(SCc2ccc(Br)cc2)n[nH]1	12%	i	8%	2%	34%	6%	-13%	14%	-4
Cc1ccc(CN2CCNC(=O)C2CC(=O)N(C)Cc2cnccn2)cc1 (stereo not drawn)	0%	i	10%	26%	3%	8%	15%	0%	-1
O=C(c1ccc(NS(=O)(=O)c2ccccc2)cc1)N1CCCCCC1	-7%	i	14%	-5%	0%	-2%	-4%	?	i
C=CCNCCCCOc1ccc(OCC)cc1	-2%	?	-1%	18%	0%	25%	-6%	13%	-14
COc1cc(NS(=O)(=O)c2ccc(F)cc2)c(OC)cc1NC(C)=O	-6%	i	12%	-8%	0%	-3%	9%	-11%	-1
CC1=CC(c2ccccc2)n2nc(NS(=O)(=O)c3ccc(C)cc3)nc2N1 (stereo not drawn)	7%	i	6%	3%	1%	4%	6%	0%	5
Cc1nc2ccc(C(=O)Nc3cccc([N+](=O)[O-])c3)cc2s1	-20%	i	9%	-13%	20%[11.3 µM]	-6%	8%	-4%	-6
CCCCN1CC2([N+](=O)[O-])C=CC(=O)C([N+](=O)[O-])(C1)C2CC(=O)c1ccccc1 (stereo not drawn)	-1%	i	2%	-2%	0%	-5%	-10%	5%	7
O=C(Nc1ccccc1N1CCN(C(=O)c2ccccc2)CC1)c1ccc(Cl)cc1	-27%	i	-20%	?	-15%	4%	-29%	-9%	?
Cc1cccc(CSc2nn3c(=O)c(C)nnc3s2)c1	16%	?	3%	2%	12%	5%	11%	3%	-22
CCOc1ccc(N2C(=O)C(Cl)=C(N3CCOCC3)C2=O)cc1	23%	i	16%	8%	-3%	-1%	13%	24%	3
COc1ccc(C2C(C(N)=O)=C(C)Nc3nc(CCCO)nn32)c(OC)c1 (stereo not drawn)	7%	i	.	.	0%	.	.	5%	.
